D2 potentiator – HTS Assay for Positive Allosteric Modulators of the Human D2 Dopamine Receptor: Primary Screen for Potentiators; D(2) dopamine receptor (Homo sapiens), P14416; HEK293 T-REx D2, calcium flux, EC20 dopamine potentiation; potentiation, % at 10 µM; hit rate 0.34% among 340,000; AID 485347, 2010;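 active = potentiation over 3 SD above the plate norm, cut at about 30% in these data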; also: 0% is about no effect
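Tetracycline-induced HEK293 T-REx cells force-coupled to calcium signalling expressed D2; compounds were pin-added after a 10 s baseline, read kinetically 180 s, then an EC20 dopamine challenge followed with a further 180 s calcium read.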
D1 PAM – Potentiators of Human D1 Dopamine Receptor: qHTS. hit rate 0.036% among 360,000. D(1A) dopamine receptor (Homo sapiens), P21728. potentiation, % at 10 µM. HEK293 TREx D1 cells, calcium flux, dopamine EC20 potentiation; in the data active = potentiation above about 30%; also: 0% is about no effect
Target sequence (P21728 whole entry, looked up): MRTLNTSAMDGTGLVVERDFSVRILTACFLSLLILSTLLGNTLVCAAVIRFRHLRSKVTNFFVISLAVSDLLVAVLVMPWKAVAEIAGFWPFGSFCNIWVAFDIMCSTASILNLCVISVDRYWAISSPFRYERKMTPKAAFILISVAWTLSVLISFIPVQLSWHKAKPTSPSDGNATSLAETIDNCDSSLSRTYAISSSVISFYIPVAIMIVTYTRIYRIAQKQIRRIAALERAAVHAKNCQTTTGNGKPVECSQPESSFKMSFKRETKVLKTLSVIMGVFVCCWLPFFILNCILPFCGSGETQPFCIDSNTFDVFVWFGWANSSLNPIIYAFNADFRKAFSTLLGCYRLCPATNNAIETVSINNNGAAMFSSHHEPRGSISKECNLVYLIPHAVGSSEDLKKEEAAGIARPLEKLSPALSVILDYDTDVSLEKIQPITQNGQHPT
D1 antagonist – Antagonist of Human D 1 Dopamine Receptor: qHTS; D(1A) dopamine receptor (Homo sapiens), P21728; HEK293 TREx D1 cells, calcium flux, dopamine EC80; active compounds read low; activity change, negative = inhibition, % at 10 µM; hit rate 3.2% among 360,000; in the data active = activity change below about -30%; also: % is scaled to controls: 0 for no effect and ±100 for the full control effect
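Tetracycline-induced HEK293 Trex D1 cells, force-coupled to calcium, dye-loaded; compounds added and read 180 s, then EC80 dopamine added and calcium flux tracked kinetically another 180 s.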
TRHR PAM – qHTS for Small Molecule Agonists and Allosteric Enhancers of Human TRH Receptor: Primary Screen for Enhancers; Thyrotropin-releasing hormone receptor (Homo sapiens), P34981; TRHR cells, fluo-8 calcium fluorescence, EC20 TRH enhancement; enhancement, % at 2 µM; hit rate 0.66% among 360,000; in the data active = enhancement above about 30%; also: 0% is about no effect
Target sequence (P34981 whole entry, looked up): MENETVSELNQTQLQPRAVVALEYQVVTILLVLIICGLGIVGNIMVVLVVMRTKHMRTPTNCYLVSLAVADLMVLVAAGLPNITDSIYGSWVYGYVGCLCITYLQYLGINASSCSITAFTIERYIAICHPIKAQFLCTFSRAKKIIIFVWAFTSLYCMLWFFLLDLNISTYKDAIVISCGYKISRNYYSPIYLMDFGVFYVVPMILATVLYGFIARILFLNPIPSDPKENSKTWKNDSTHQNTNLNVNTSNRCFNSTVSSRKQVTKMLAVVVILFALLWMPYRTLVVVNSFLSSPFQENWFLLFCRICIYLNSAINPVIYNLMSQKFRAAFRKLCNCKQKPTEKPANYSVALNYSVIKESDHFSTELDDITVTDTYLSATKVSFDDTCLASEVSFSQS
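TRHR-expressing cells loaded with fluo-8 calcium dye were read kinetically (ex 480/em 530) during compound addition, then stimulated with an EC20 of TRH (10 nM final). Enhancement of the Gq-mediated intracellular calcium response was scored.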
D2 antag – HTS Assay for Allosteric Antagonists of the Human D2 Dopamine Receptor: Primary Screen for Antagonists. D(2) dopamine receptor (Homo sapiens), P14416. HEK293 TREx D2 cells, calcium flux, dopamine EC80. inhibition, % at 10 µM. hit rate 2% among 340,000. AID 485344, 2010; in the data active = inhibition above about 30%; also: 0% is about no effect
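Inhibition of EC80 dopamine-driven calcium flux, recorded kinetically, defines activity here; cells are a tetracycline-induced HEK293 T-REx line expressing force-coupled D2.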
D1 agonist – Allosteric Agonists of the Human D1 Dopamine Receptor: qHTS; hit rate 1% among 360,000; HEK293 T-REx D1 cells, calcium flux, agonist mode; AID 504660, 2011; activation, % at 2 µM; also: 0% is about no effect
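Tetracycline-induced HEK293 TREx D1 cells, force-coupled to calcium signalling, were dye-loaded with a no-wash calcium kit. Compound was pin-added after a 10 s baseline. Fluorescence was read kinetically at 1 cycle/s for 180 s, with calcium rises flagged as agonism.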
TRHR agonist – qHTS for Small Molecule Agonists and Allosteric Enhancers of Human TRH Receptor: Primary Screen for Agonists; activation, % at 2 µM; Thyrotropin-releasing hormone receptor (Homo sapiens), P34981; TRHR cells, calcium flux fluo-8, FDSS agonist mode; hit rate 0.18% among 360,000; also: 0% is about no effect
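Agonist-mode FDSS calcium read (Ex 480/Em 530, 1 s cycles) in 1536-well TRHR cells with fluo-8 dye, after 10-cycle baseline and 23 nL compound addition; TRH at EC20 (10 nM final) added afterwards for the enhancer phase.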
D2 agonist – HTS Assay for Allosteric Agonists of the Human D2 Dopamine Receptor: Primary Screen for Agonists; D(2) dopamine receptor (Homo sapiens), P14416; HEK293 T-REx D2 cells, calcium flux agonist mode; activation, % at 2 µM; hit rate 0.53% among 340,000;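 active = activation over 3 SD above normal in the single-dose calcium agonist read, cut at about 30% in these data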; also: 0% is about no effect
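HEK293 Trex D2 cells, tetracycline-induced, o/n 30 C 5% CO2; no-wash Ca dye, RT 30–90 min; 10-cycle baseline, 23 nl cpd added, kinetic Ca read 180 s; agonist hits = positive Ca response.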
RXFP1 antagonist – qHTS Assay for Antagonists of the Relaxin Receptor RXFP1. Relaxin receptor 1 (Homo sapiens), Q9HBX9. HEK293-RXFP1, relaxin-stimulated cAMP HTRF, 30 min; active compounds read low. hit rate 0.59% among 350,000. AID 1259400, 2018. activity change, negative = inhibition, % at 57.5 µM;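 active = activity change of -60% or lower, but not beyond a set lower limit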; also: % is scaled to controls: 0 for no effect and ±100 for the full control effect
Starred values were filed as active, the others as inactive; · = not tested or not shown; & = joins results of further samples. Rule as the data show it, unless noted: active = activation above about 30%; inactive = the rest.

SMILES | D2 potentiator | D1 PAM | D1 antagonist | TRHR PAM | D2 antag | D1 agonist | TRHR agonist | D2 agonist | RXFP1 antagonist
O=C(O)CC1(CC(=O)Nc2ccc(F)c(Cl)c2)CCCCC1 | 11.6 | -1.1 | -1.9 | 5.9 | 1.1 | 1.7 | 0.4 | 0.8 | -3.3
Cc1nnc(SCC(=O)N2CC(=O)Nc3ccccc32)n1Cc1ccccc1 | -11.8 | 5.6 | -6.6 | -13.9 | 20.5 | 1.3 | 0.4 | 0.7 | 5.5
CCN(CC)S(=O)(=O)c1cc([N+](=O)[O-])ccc1N=Nc1c(O)[nH]c2ccccc12 | -6.4 | -2.1 | -11.0 | -1.8 | -5.4 | -1.6 | 1.1 | 3.5 | 6.2
CCOc1ccc(CN2C(=O)c3ccccc3Sc3ccc(C(=O)OC)cc32)cc1 | -9.6 | -0.1 | 30.7 | -5.0 | · | 2.9 | 0.1 | 0.3 | -3.0
CC(=O)Nc1ccc(S(=O)(=O)N(CC(=O)O)Cc2ccccc2)cc1 | 5.6 | -1.1 | 8.5 | -0.6 | -2.1 | 0.2 | 0.1 | 0.5 | -0.8
COC(=O)c1ccc(N2C(=O)CC(SCCN)C2=O)cc1 (stereo not drawn) | -4.9 | -6.9 | -7.7 | 21.6 | 3.7 | 1.8 | 0.2 | -0.2 | -2.2
O=C(c1cnc(N2CCN(c3ccccn3)CC2)c2ccccc12)N1CCN(c2cccc(Cl)c2)CC1 | -2.4 | -0.1 | 5.6 | 4.4 | -5.0 | 3.9 | -0.2 | -0.1 | -22.0
N#C/C(=C\c1cccnc1)C(=O)NC1CCCCC1 | 9.8 | 4.3 | -4.3 | 5.5 | 1.5 | 1.1 | 0.3 | 5.9 | -10.5
CCOC(=O)C1=NNC(C(=O)c2ccc(OC)cc2)C1c1ccccc1 (stereo not drawn) | 1.9 | -3.5 | 7.2 | 8.1 | 8.4 | -0.1 | -0.5 | -0.7 | -4.9
CC(=O)NCCOc1nc(N(C)C)nc(N2CCCCC2)n1 | 5.2 | 0.2 | 7.3 | 4.5 | 11.9 | 3.2 | -1.2 | 1.1 | 3.7
O=[N+]([O-])c1ccc(Cl)cc1N1CCCC1 | 2.7 | -3.5 | 4.7 | -7.0 | -16.8 | 0.8 | -0.3 | -1.1 | -2.7
CSc1nc(N)nc(C(C)C)n1 | 8.5 | 2.3 | 8.9 | -4.3 | 2.7 | 2.3 | 0.3 | 0.2 | -27.7
CCOC(=O)c1ccccc1NC(=O)Cn1ncc2c1-c1ccccc1OC2 | 9.1 | -7.3 | 5.0 | -6.6 | · | 3.5 | 0.4 | 0.4 | ·
CCCN(CCC(=O)Nc1ccccc1F)CC1CC1 | -6.3 | 5.8 | -7.7 | 4.1 | -3.9 | 3.6 | 0.4 | -1.1 | -9.0
CC(=O)Nc1cccc(N(C)C)c1 | 9.3 | -5.9 | -3.7 | 18.1 | -12.8 | 1.0 | -1.4 | 0.4 | -0.5
C=CCSc1nnc(NC(=O)c2cccc(S(=O)(=O)N(C)c3ccccc3)c2)s1 | 18.4 | -9.3 | -2.8 | -1.8 | 16.4 | 10.9 | -0.2 | -0.1 | -28.2
Cc1ccc2c(C)c(C(=O)N(C)Cc3nccn3C)oc2c1C | · | -3.6 | 5.6 | 6.3 | · | 2.5 | 0.4 | · | -0.4
CCC(C)NC(=O)c1cc(CC(C)C)on1 (stereo not drawn) | 7.5 | 0.6 | -30.4* | 3.5 | 2.6 | 1.7 | 0.2 | -2.7 | -0.2
COc1ccccc1NC(=O)c1nc[nH]c1C(=O)Nc1ccccc1OC | 22.8 | -0.2 | 5.5 | -3.0 | 1.5 | 4.1 | 0.2 | -0.7 | 9.9
CCn1nc(C(=O)Nc2cccc(C(F)(F)F)c2)c(Cl)c1Cl | 7.3 | -6.0 | -9.6 | 1.9 | -11.1 | 3.4 | -0.1 | -2.0 | -2.4
Cc1nn(Cc2c(Cl)cccc2Cl)c(Cl)c1/C=C/C(=O)OCC(=O)NCC(F)(F)F | 15.2 | 2.5 | · | 13.1 | -3.3 | 2.9 | 1.0 | 0.1 | -8.8
COc1cc2nc(NC(=O)c3ccc(S(=O)(=O)N4CCc5ccccc54)cc3)sc2cc1OC | 7.1 | -0.3 | 12.6 | -0.1 | · | 4.6 | 0.5 | 0.4 | ·
CC(=O)N1CCN=C1SCc1ccc(F)cc1 | 1.9 | · | -16.6 | 0.8 | 27.2 | 1.8 | 0.7 | 0.6 | ·
Cc1ccc(S(=O)(=O)NCC(=O)N2CCN(c3ccccc3F)CC2)cc1 | 10.1 | -1.8 | 1.9 | 26.5 | -1.9 | 1.5 | -0.2 | 0.0 | -0.2
Cc1ccc(NC(=O)CNC(=O)C2CCCCC2)nc1 | -17.1 | -7.6 | 10.0 | -8.6 | · | 2.5 | 0.8 | · | -2.1

3 entries drawn at random from those above:
SMILES | D2 potentiator | D1 PAM | D1 antagonist | TRHR PAM | D2 antag | D1 agonist | TRHR agonist | D2 agonist | RXFP1 antagonist
CCn1nc(C(=O)Nc2cccc(C(F)(F)F)c2)c(Cl)c1Cl | 7.3 | -6.0 | -9.6 | 1.9 | -11.1 | 3.4 | -0.1 | -2.0 | -2.4
CSc1nc(N)nc(C(C)C)n1 | 8.5 | 2.3 | 8.9 | -4.3 | 2.7 | 2.3 | 0.3 | 0.2 | -27.7
CCOC(=O)c1ccccc1NC(=O)Cn1ncc2c1-c1ccccc1OC2 | 9.1 | -7.3 | 5.0 | -6.6 | · | 3.5 | 0.4 | 0.4 | ·

Next compounds
SMILES | D2 potentiator | D1 PAM | D1 antagonist | TRHR PAM | D2 antag | D1 agonist | TRHR agonist | D2 agonist | RXFP1 antagonist
O=C(NCC1CCCO1)C(=O)N/N=C/c1cc(Cl)ccc1O (stereo not drawn) | -10.2 | 0.9 | -5.4 | -3.4 | 0.6 | 21.1 | 2.5 | -0.4 | -19.7
O=C(Nc1ccc(Br)cc1F)C1CCCO1 (stereo not drawn) | -0.7 | -1.5 | -12.8 | 0.9 | -27.4 | -1.0 | 0.5 | 0.0 | -1.6
COc1ccc(Cn2c(=O)c3cccnc3n(CC(=O)Nc3ccc(C)c(F)c3)c2=O)cc1 | 3.9 | 4.8 | 16.9 | 7.7 | · | 2.0 | -0.5 | -0.5 | ·
CCN1CCN(c2ccc(NC(=O)c3cnccn3)cc2)CC1 | -0.3 | 1.5 | -16.0 | 10.9 | -0.7 | 2.6 | 0.3 | 1.8 | ·
O=C(c1cc(-c2ccc(Cl)c(Cl)c2)on1)N1CCOCC1 | -20.2 | -2.6 | -6.2 | 2.0 | 7.2 | 0.5 | 0.9 | 0.8 | 5.1
Cc1cc(S(=O)(=O)Nc2ccc(O)c(Sc3nc4ccccc4s3)c2)ccc1Cl | 4.3 | -2.3 | 6.3 | 1.9 | · | 1.2 | -0.7 | 0.3 | ·
S=c1[nH]nc(COc2ccccc2)n1/N=C/c1cccc(Br)c1 | -2.4 | -2.7 | -6.1 | 2.4 | -17.8 | 5.2 | 1.0 | -1.2 | 2.4
CC(=O)Nc1ccc(NC(=O)Nc2sc3nc4n(c(=O)c3c2C)CCC(C)CC4)cc1 (stereo not drawn) | -0.8 | -3.1 | -2.9 | -4.9 | · | -0.5 | -0.3 | · | -4.9
COc1ccc(C[C@H]2CN3C(=NC[C@@H]3Cc3ccccc3)N2CCNC(=O)c2ccc(C)c(Br)c2)cc1 | -1.3 | -4.0 | 23.4 | -1.4 | -11.8 | 23.8 | 0.1 | 4.6 | ·
NC(=O)c1ccc(N2CCNC(=O)C2)c([N+](=O)[O-])c1 | 4.8 | · | 5.6 | 14.4 | 4.0 | 4.6 | -2.8 | 0.5 | 2.8
CC(C)C(c1nnnn1Cc1ccc(F)cc1)N1CCN(C2CCCC2)CC1 (stereo not drawn) | 8.4 | -1.6 | 2.1 | 2.6 | 55.9* | 8.5 | -0.2 | 0.0 | -0.7
COc1ccc(CNC(=O)CCn2c(=O)c3cccn3c3ccc(F)cc32)cc1 | -6.8 | -9.2 | 7.1 | -0.8 | -4.5 | 1.6 | -0.8 | -0.8 | 10.2
Cn1c(SCc2c(Cl)cccc2Cl)nnc1-c1ccc2nonc2c1 | -3.7 | -0.7 | 4.3 | -8.0 | 6.8 | 1.6 | 0.1 | -0.5 | -8.5
O=C(Nc1ccc(F)cc1)Nc1ccc2c(c1)OCO2 | -2.8 | -3.5 | 1.7 | -4.5 | 3.4 | 0.8 | 1.1 | -0.1 | 0.8
COc1ccc(Cn2cc(C(=O)c3ccc(C)cc3)c(=O)c3cc(OC)c(OC)cc32)cc1 | -1.1 | 5.3 | 0.0 | 11.3 | · | 0.6 | 0.0 | -0.5 | -30.5
CCOCCCNC(=O)c1cc2c(=O)n3ccccc3nc2s1 | -10.6&-2.0 | -0.7&-0.1 | 17.6&-13.6 | -4.9&-8.9 | 5.7 | 1.4&3.4 | -0.2&-0.8 | 1.3&0.1 | 5.6&4.8
COc1cc(OC)cc(C(=O)N2CCN(C(=O)c3ccc(OC)c(OC)c3)CC2)c1 | -6.7 | -0.9 | -11.6 | -2.3 | -4.1 | 0.0 | 0.2 | 0.7 | 5.2
CC(C)CC(=O)Nc1ccc2c(c1)oc1ccccc12 | -10.7 | 0.2 | -13.9 | -2.5 | -21.1 | 7.7 | 0.9 | -0.9 | 1.1
COc1ccc(C2C(C(=O)O)CCC(=O)N2c2ccc(OC)cc2)cc1 (stereo not drawn) | 3.5 | -3.3 | 1.8 | 9.8 | 17.6 | -0.5 | -2.7 | 0.0 | -10.8
COc1ccc(Br)cc1C(=O)Nc1nc2ccc(F)cc2s1 | -4.1 | -3.5 | -0.1 | 10.5 | · | 1.9 | 3.1 | -0.3 | 3.0
CC12C(=O)N(c3ccc(OC(=O)c4ccco4)cc3)C(=O)C1C1c3ccccc3C2c2ccccc21 (stereo not drawn) | -7.3 | -4.1 | 9.8 | 2.1 | 1.0 | 1.7 | 0.2 | -0.6 | -1.5
COc1ccc(N(C(=O)c2ccncc2)S(=O)(=O)c2cccs2)cc1 | 4.4 | 2.1 | 0.9 | -1.1 | 17.5 | 0.1 | -0.1 | -0.1 | 0.4
CS(=O)(=O)N1CCC(C(=O)Nc2ccc(Oc3ccccc3)cc2)CC1 | 7.7 | -3.6 | 12.9 | -6.6 | 16.8 | 2.8 | -0.7 | 0.4 | 25.3
Cc1ccc(CCNC(=O)c2c(C)oc3nc(C)nc(N4CCOCC4)c23)cc1 | -4.0 | 2.3 | 12.3 | 16.8 | · | 1.9 | 0.2 | 0.1 | 0.2

No enrichment for hits (roughly 7.1% active in at least one column).
